# DNA Pol III inh: DNA polymerase III holoenzyme inhibition; reconstituted DNA polymerase III holoenzyme replication, biochemical; Potency, µM (titrated, usually from 57.1 µM), for inactives: top-dose activity change, negative = inhibition; actives 0.25% (n = 71,000); also: potency is read from the fitted curve at half-maximal effect; % is scaled to controls: 0 for no effect and ±100 for the full control effect
#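 Reconstituted *E. coli* holoenzyme (0.35 nM Pol III, 1 nM beta, 154 nM SSB, 2 nM primase) was preincubated with compound for 15 min at RT. Synthesis on 1.4 nM ssM13Gori ran 35 min, then was stopped with PicoGreen/EDTA and read as dsDNA fluorescence.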
# Hsp90 Hop PPI: changes Hsp90-Hop TPR2A binding signal, up or down. AlphaScreen TPR2A-His6 binding biotin-Hsp90 C-terminal peptide. Potency, µM (titrated, usually from 57 µM), for the others: at the highest dose activity change, negative = inhibition. actives 0.44% (n = 71,000); active = well fitted curve in either direction with a large enough effect; inconclusive = small, poorly fitted or top-dose-only effect, or another doubt; also: potency is read from the fitted curve at half-maximal effect; % is scaled to controls: 0 for no effect and ±100 for the full control effect; many of its hits are not listed in these tables
# Ub-GFP proteasome: proteasome inhibitors stabilizing ubiquitin-GFP reporter | Ubiquitin-GFP reporter cells, proteasome inhibition, GFP fluorescence; response scale: untreated = 0%, 10 µM MG-132 = 100% | Potency, µM (doses to about 45.9 µM), for the others: at the top dose activation (GFP accumulation), actives largely listed as activators | 67,000 tested, under 10 active; active = well fitted activation curve with a large enough effect, not every such curve was filed as active; inconclusive = small, poorly fitted or top-dose-only effect, or another doubt; inactive = no such curve, though single readings can be large or run the other way; also: potency is read from the fitted curve at half-maximal effect
#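 GFP accumulation read-out: laser plate cytometry counting ubiquitin(G76V)-GFP-expressing U2OS cells after 4 hr compound exposure at 37 °C. Titrations spanned 46 uM to 2.9 nM; 0% = basal, 100% = 10 uM MG-132; concentration-response curves fitted.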
# HBB splice mod: alters splicing of the hemoglobin beta chain | actives 0.06% (n = 65,000) | HBB splicing reporter cell assay, activation; EGFP reporter with mutant IVS2-654 intron; response scale: normalised to 500 nM splice-correcting PNA | AID 925 | Potency, µM (highest dose often 46.1 µM), for the others: top-dose activation, actives largely listed as activators; also: potency is read from the fitted curve at half-maximal effect; 0% is about no effect
#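 HeLa cells stably expressing EGFP interrupted by mutant beta-globin intron 2 (IVS2-654), 500/well in 2% FCS. Treated with compound for 2 days at 37C. Splicing correction scored as total well GFP intensity (488 nm excitation, 500-520 nm emission); 500 nM antisense PNA served as control.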
# CRE-bla Fsk: modulators of forskolin-stimulated CRE signaling in CHO cells; Potency, µM (titrated, usually from 38.2 µM), without a hit: at the highest dose activity change, negative = inhibition, most hits filed as activators; actives 2.5% (n = 71,000); AID 662; CHO CRE-bla reporter (cAMP response element driving beta-lactamase), forskolin EC10, beta-lactamase ratio; active = well fitted activation curve with a large enough effect in the signal ratio, with a control signal flat, not every such curve was filed as active; inconclusive = small, poorly fitted or top-dose-only effect, or effect the other way, or a change in a side signal; the % refers to the signal ratio; also: potency is read from the fitted curve at half-maximal effect; % of control where 0% means no effect
#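 CHO CRE-bla cells, overnight plating in Opti-MEM with 0.5% dialyzed FBS; cpd titration + EC10 NKH 477, 3 h 37 °C; CCF4 2 h RT; ex 405/em 460 vs 530 ratio → %Activity, AC50.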
# ERK AVP block: blocks ERK signaling stimulated by vasopressin | HEK293-V1b, vasopressin-stimulated pERK AlphaScreen | Potency, µM (titrated, usually from 57.5 µM), for inactives: at the highest dose activity, negative = inhibition, most hits filed as inhibitors | actives 0.99% (n = 72,000); also: potency is read from the fitted curve at half-maximal effect; % is scaled to controls: 0 for no effect and ±100 for the full control effect; nearly all actives have a fitted effect of over 55% in size
#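 Overnight-seeded V1b-HEK293 cells in 1% FBS got compound, then vasopressin (25 nM final, 5 min, 37C), then lysis buffer. AlphaScreen detection of phospho-ERK; activity normalized to basal and full-stimulation controls.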
# 15-hLO inh: inhibitors of human 15-lipoxygenase (ALOX15). P16050. purified 15hLO-1, xylenol orange hydroperoxide absorbance. Potency, µM (doses to about 57.1 µM), inactives show at the top dose activity change, negative = inhibition, usual class: inhibitors. actives 1.4% (n = 74,000); also: potency is read from the fitted curve at half-maximal effect; % is scaled to controls: 0 for no effect and ±100 for the full control effect; nearly all actives have a fitted effect of over 55% in size
#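 Compounds were preincubated 15 min at room temperature with 40 nM purified human enzyme (25 mM Hepes pH 7.5, 0.01% Triton X-100); 50 uM arachidonic acid reacted 6 min. Fe-xylenol orange detection, 30 min, absorbance ratio 573/405 nm.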
# GFP derepression: epigenetic modulators derepressing GFP locus in mouse cells | mouse C127i GFP locus derepression, cytometry, 30 h | Potency, µM (titrated, usually from 46.1 µM), for inactives: at the highest dose GFP derepression (activation) | actives 0.09% (n = 68,000) | AID 597; also: % of control where 0% means no effect
#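 Derepression screen: silenced CMV-GFP reporter in murine C127i cells, 30 h compound incubation at 37 C, washed cells imaged by laser-scanning cytometer to enumerate GFP-expressing objects of 20 to 120 um.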
# FLuc inh: firefly luciferase inhibition; purified firefly luciferase, luminescence, 8 min; Potency, µM (doses to about 57.1 µM), for the others: at the highest dose activity change, negative = inhibition, most hits filed as inhibitors; P08659; actives 2.2% (n = 72,000); also: potency is read from the fitted curve at half-maximal effect; % is scaled to controls: 0 for no effect and ±100 for the full control effect; nearly all actives have a fitted effect of over 40% in size
# Target sequence (P08659 whole entry, looked up): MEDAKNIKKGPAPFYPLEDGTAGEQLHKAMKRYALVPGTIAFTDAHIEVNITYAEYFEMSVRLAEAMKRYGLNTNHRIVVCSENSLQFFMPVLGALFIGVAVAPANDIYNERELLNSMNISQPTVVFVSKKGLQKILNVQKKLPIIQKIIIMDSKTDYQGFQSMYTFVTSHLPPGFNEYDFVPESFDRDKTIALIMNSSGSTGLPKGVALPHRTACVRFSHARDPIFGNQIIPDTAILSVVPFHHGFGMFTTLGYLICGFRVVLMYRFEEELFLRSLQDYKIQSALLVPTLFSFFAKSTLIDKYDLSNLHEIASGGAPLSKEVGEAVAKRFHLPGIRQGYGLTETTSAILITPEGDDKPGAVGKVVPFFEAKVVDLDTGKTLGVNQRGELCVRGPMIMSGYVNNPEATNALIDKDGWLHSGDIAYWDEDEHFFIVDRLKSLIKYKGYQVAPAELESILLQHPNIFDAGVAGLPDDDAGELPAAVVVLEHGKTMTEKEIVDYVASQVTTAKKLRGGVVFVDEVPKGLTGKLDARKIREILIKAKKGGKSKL
#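 Inhibition of light generation by firefly luciferase from ATP and luciferin was profiled with concentration-response curves per sample, ATP held at 10 uM within the enzyme's linear range. Plates were read by luminescence after an 8-minute ambient incubation.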
# Tau filament bind: tau filament binding; Potency, µM (highest dose often 57.1 µM), inactives show at the highest dose activity change, negative = inhibition; P10636; AID 596; actives 2% (n = 71,000); recombinant tau filaments, thioflavin S fluorescence, 15 h; filaments grown with octadecylsulfate alongside compound;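 also: potency is read from the fitted curve at half-maximal effect; % is scaled to controls: 0 for no effect and ±100 for the full control effect; actives lower thioflavin S fluorescence by blocking filaments or displacing dye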
#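 ThS-based fibril read: tau 1 uM final, inducer ODS 30 uM final, 37 C for 15 h, ex 450/em 510 nm.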
# HADH2 inhib: inhibitors of human HADH2 dehydrogenase | actives 3.4% (n = 73,000) | AID 886 | Potency, µM (highest dose often 57.1 µM), for inactives: at the top dose activity change, negative = inhibition, actives largely listed as inhibitors | Q99714 | recombinant HADH2, NADH fluorescence, beta-hydroxybutyryl-CoA; also: potency is read from the fitted curve at half-maximal effect; % is scaled to controls: 0 for no effect and ±100 for the full control effect; nearly all actives have a fitted effect of over 60% in size; many of its hits are not listed in these tables
# Target sequence (Q99714 whole entry, looked up, one chain of several): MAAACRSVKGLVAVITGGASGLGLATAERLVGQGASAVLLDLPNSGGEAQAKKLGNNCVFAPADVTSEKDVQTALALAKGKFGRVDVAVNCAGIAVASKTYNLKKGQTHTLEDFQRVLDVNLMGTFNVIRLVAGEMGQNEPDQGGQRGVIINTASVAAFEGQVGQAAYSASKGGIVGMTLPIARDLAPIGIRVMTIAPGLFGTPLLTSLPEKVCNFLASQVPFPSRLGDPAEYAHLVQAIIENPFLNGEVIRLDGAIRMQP
#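 Buffer 100 mM Tris-HCl pH 9.0/0.01% Tween-20; HADH2 20 nM; NAD+ 1 mM; beta-hydroxybutyryl-CoA 90 uM (all final). 15 min cpd preincubation, RT.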
# Numbers without * were called inactive; u = inconclusive; x = not tested or not shown; [ ] = remark or other dose. Unless noted, calls follow the shape of the dose curve; as a rule, active = well fitted curve in the direction sought with a large enough effect; inconclusive = small, poorly fitted or top-dose-only effect, or another doubt; inactive = no such curve, though single readings can be large; an effect the other way counts as inactive or inconclusive.
nr	smiles	HADH2 inhib	ERK AVP block	DNA Pol III inh	15-hLO inh	Tau filament bind	Ub-GFP proteasome
1	CCCc1cc(=O)[nH]c(SCCOc2ccc(Cl)cc2)n1	-14%	-11%	-4%	-2%	7%	1%
2	Cn1ccnc1C(O)(c1nnc(-c2ccccc2)o1)C(F)(F)F (centres undefined)	7%	15%	-3%	15%	-10%	-1%
3	Cc1ccc(S(=O)(=O)Oc2ccc(N=Nc3ccc(-c4ccc(N=Nc5c(O)ccc6cc(S(=O)(=O)O)cc(S(=O)(=O)O)c56)c(C)c4)cc3C)cc2)cc1	1.3µM*	25µM*	32µM*	u	0.01µM*	x
4	COc1cc(CO)cc(-c2cc(CO)cc(OC)c2OC)c1OC	7%	28%	4%	6%	-6%	-8%
5	COC(=O)[C@@]1(Cc2ccccc2)[C@H]2c3cc(C(=O)N4CCCC4)n(C)c3C[C@H]2CN1C(=O)c1ccccc1	6%	-20%	3%	x	26%	x
6	CCOC(=O)c1cc2c(=O)n3ccccc3nc2n(Cc2ccc(Cl)cc2)c1=N	22%	-13%	0%	-3%	0.5µM*	7%
7	c1nc(N2CCC3(CC2)OCCO3)c2[nH]cnc2n1	-2%	25%	-5%	3%	1%	-3%
8	COc1ccc(Nc2nnc(Cc3ccccc3)c(=O)[nH]2)c(OC)c1	3%	4%	-1%	-1%	0%	2%

nr	HBB splice mod	CRE-bla Fsk	GFP derepression	FLuc inh	Hsp90 Hop PPI
1	1.6%	u	3%	0%	3%
2	0.0%[57.5 µM]	-9%	0%	0%	u
3	0.6%	u	x	x	0.05µM*
4	-5.2%	u	1%	0%	-3%
5	0.0%	-29%	x	x	-6%
6	-0.6%	u	3%	1%	-5%
7	0.1%	u	-1%	-1%	-1%
8	-0.4%	u	1%	1%	-2%

# (more compounds)
nr	smiles	HADH2 inhib	ERK AVP block	DNA Pol III inh	15-hLO inh	Tau filament bind	Ub-GFP proteasome
9	O=C(CN1C(=O)C2CC=CCC2C1=O)OCCN1C(=O)c2ccccc2C1=O (centres undefined)	9%	7%	0%	1%	4%	-13%
10	O=C(c1cnccn1)N1CCC[C@@]2(CCN(C(c3ccccc3)c3ccccc3)C2)C1	1%	-4%	0%	2%	2%	-9%
11	Cc1cc(NS(=O)(=O)c2ccccc2)n(-c2ccccc2)n1	1%	23%	-3%	-1%	-6%	-24%
12	Cn1c(C(=O)N(Cc2ccccc2)Cc2ccccn2)cc2sccc21	9%	1%	0%	-14%	15%	3%
13	CS(=O)(=O)N1CCCC(C(=O)NCc2cccs2)C1 (centres undefined)	-5%	3%	-4%	8%	-4%	-2%
14	Cc1ccc(C(=O)OCC(=O)Nc2sc3c(c2C#N)CCCCC3)cc1NC(=O)c1ccco1	-5%	-10%	-6%	-19%	75%	-1%
15	COc1ccc(C(=O)N2CCCC(c3nc(-c4cccs4)no3)C2)cc1OC (centres undefined)	7%	u	-2%	3%	-6%	1%
16	COC(=O)[C@@H]1CC[C@H](C)[C@@H](c2ccc(C)cc2)N1C(=O)c1ccc(/C=N\O[C@@H]2O[C@H](COC(C)=O)[C@H](OC(C)=O)[C@H](OC(C)=O)[C@H]2OC(C)=O)cc1	4%[11.4 µM]	10%[11.5 µM]	x	6%[11.4 µM]	x	x

nr	HBB splice mod	CRE-bla Fsk	GFP derepression	FLuc inh	Hsp90 Hop PPI
9	-1.2%	-23%	-1%	0%	1%
10	4.6%	5%	0%[9.22 µM]	2%[11.4 µM]	-5%
11	1.4%	u	0%	1%	3%
12	0.0%	4%	1%	-1%	-6%
13	-2.3%	4%	-1%	-1%	0%
14	-2.6%	u	2%	-38%	-12%
15	x	u	0%	1%	-4%
16	0.5%[9.22 µM]	x	x	0%[11.4 µM]	x

# Later entries
nr	smiles	HADH2 inhib	ERK AVP block	DNA Pol III inh	15-hLO inh	Tau filament bind	Ub-GFP proteasome
17	O=C(NC1CCCCNC1=O)c1ccc(Cl)cc1 (centres undefined)	2%	-6%	1%	3%	1%	-5%
18	COc1ccccc1-n1cnc2cc(C(=O)NCc3ccco3)ccc21	-9%	u	0%	-5%	8%	5%
19	O=C(CC1CCCCC1)c1c(O)c2ccccc2oc1=O	1%	-4%	4%	-15%	-4%	1%
20	CN1CCN(Cc2cc(=O)oc3cc4c(cc23)CCC4)CC1	-1%	-4%	-5%	3%	-3%	6%
21	Cc1csc(C(C#N)C(=O)c2ccc(S(=O)(=O)N3CCCC3)cc2)n1 (centres undefined)	-24%	-5%	-2%	-18%	-21%	-1%
22	Cc1ccc(-c2cc(=O)[nH][nH]2)c(C)c1	7%	-14%	-4%	17%	-6%	1%
23	O=C1c2ccccc2C(Nc2ccc3c(c2)OCCO3)N1c1ccc(Cl)cn1 (centres undefined)	3%	x	-8%	-17%	41%	7%
24	COc1cc(OC)cc(C(=O)Nc2ncc3c(n2)CC(C)CC3=O)c1 (centres undefined)	11%	-5%	4%	-1%	-11%	4%

nr	HBB splice mod	CRE-bla Fsk	GFP derepression	FLuc inh	Hsp90 Hop PPI
17	0.2%	-4%	-2%	-1%	-3%
18	-0.1%	-12%	2%	-7%	-5%
19	0.9%	u	6%	-1%	3%
20	4.3%[57.5 µM]	14%	2%	0%	-2%
21	-6.3%	u	1%	0%	-4%
22	-1.4%	-2%	-2%	2%	-2%
23	0.1%	10%	x	-11%	-25%
24	1.7%[1.84 µM]	19%	3%	0%	-6%

# (further entries)
nr	smiles	HADH2 inhib	ERK AVP block	DNA Pol III inh	15-hLO inh	Tau filament bind	Ub-GFP proteasome
25	CCN(CC(=O)Nc1c(C(=O)OC)[nH]c2ccc(C)cc12)c1ccc2c(c1)OCO2	-7%	-21%	4%	-19%	-5%	4%
26	COc1ccc(C)cc1NC(=O)c1cc2ccccc2o1	104%[activator]	0%	1%	5%	36%	-1%
27	Cc1nn(CC(O)Cn2cnc3c2c(=O)n(C)c(=O)n3C)c(C)c1Br (centres undefined)	-2%	6%	2%	0%	11%	5%
28	CC1=CC(C)(C)N2C(=O)C3(SCC(=O)N3c3ccc(O)cc3)c3cc(C)cc1c32 (centres undefined)	-20%	u	-8%	-22%	46%	x
29	Cn1c(=O)[nH]c(=O)c2c1nc(NCCCn1ccnc1)n2CCOc1ccccc1	4%	-8%	-5%	13%	-7%	-7%
30	CO[C@@H]1COC(=O)CC=C[C@@H](C)[C@@H]2C=C[C@H](O)[C@@H](COC(=O)C/C=C\[C@H]1C)O2	7%[11.4 µM]	10%[11.5 µM]	x	5%[11.4 µM]	x	x

nr	HBB splice mod	CRE-bla Fsk	GFP derepression	FLuc inh	Hsp90 Hop PPI
25	2.5%[1.84 µM]	15%	0%	1%	-19%
26	-3.8%	u	-3%	u	5%
27	0.2%	u	-3%	1%	-3%
28	1.5%[0.369 µM]	u	-4%	1%	-7%
29	-0.4%[57.5 µM]	0%	2%	-6%	-1%
30	1.2%[9.22 µM]	x	x	1%[11.4 µM]	x

# Bioassay records from PubChem.

# This is a subset (hit frequency here may not be typical).
